STAT1 inh – STAT1 signaling inhibitors, primary screen, cell-based, HTS, luciferase reporter; inhibition, % at 5.5 µM; AID 920, 2007; NIH 3T3 STAT1-luciferase reporter, IFN-gamma, luminescence; 200,000 tested, 0.35% active;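 active = inhibition above a set limit, the mean inhibition across all tested compounds plus 3 SD, cut at about 34% in these data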;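 note: 0% = IFN-gamma with DMSO and 100% = IFN-gamma with 300 µM nifuroxazide; values of inactives mirror those of a sister screen read the other way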
S1P3 antagonist – S1P3 receptor antagonists, primary screen, cell-based; 170,000 tested, 0.27% active; CHO S1P3 NFAT-BLA reporter, FRET fluorescence, antagonist mode; Sphingosine 1-phosphate receptor 3 (Homo sapiens), Q99500; AID 485, 2006; inhibition, % at 4.98 µM;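 active = inhibition above the plate cutoff, the mean inhibition of test wells on that plate plus 3 SD, cut at about 28% in these data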;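 note: cells challenged with S1P at its EC80 of 0.8 µM; blue over green emission ratio from cleaved BLA substrate after 4 h stimulation; 0% = S1P-stimulated wells and 100% = unstimulated DMSO-only wells; some compounds past the cut are filed as inactive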
Target sequence (Q99500 whole entry, looked up): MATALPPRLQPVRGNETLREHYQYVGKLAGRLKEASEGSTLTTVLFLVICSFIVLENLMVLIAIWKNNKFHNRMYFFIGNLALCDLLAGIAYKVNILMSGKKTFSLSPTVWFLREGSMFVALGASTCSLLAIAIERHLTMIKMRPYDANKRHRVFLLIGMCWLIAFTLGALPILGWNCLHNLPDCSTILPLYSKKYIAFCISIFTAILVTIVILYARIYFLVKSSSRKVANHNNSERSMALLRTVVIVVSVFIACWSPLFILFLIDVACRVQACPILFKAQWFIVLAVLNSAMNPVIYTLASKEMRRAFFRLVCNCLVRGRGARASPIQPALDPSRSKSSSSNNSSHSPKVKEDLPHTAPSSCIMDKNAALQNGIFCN
STAT3 act – IL-6 driven STAT3 reporter potentiators, primary screen, U3A cells, luciferase, luminescence, MLSCN library | IL-6 STAT3-luciferase reporter; 100% = signal with IL-6 EC80 alone | activation (% of control), % at 5.6 µM | 190,000 tested, 0.91% active;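 active = activation above the screen-wide mean of compound activation plus 3 SD, cut at about 130% in these data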;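 note: 0% = background luminescence of wells with medium and substrate only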
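Material: human STAT1-deficient U3A cells with stable STAT3-luciferase reporter / Probe or stimulus: IL-6 stimulus at 33 ng/mL final / Schedule: 1 h compound pre-exposure, 6 h IL-6 stimulation, 37 °C / Technique: luminescence / Read-out basis: percent of IL-6-only median luminescence / Control set: IL-6-only high control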
PPARg SRC1 recr – PPARgamma agonists recruiting SRC-1 coactivator, primary screen, biochemical; AID 631, 2007; 200,000 tested, 0.41% active; PPARgamma-SRC-1 coactivator recruitment biochemical assay; activation, % at 8 µM; Peroxisome proliferator-activated receptor gamma (Homo sapiens), P37231; in the data active = activation above about 19%;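 note: 0% = DMSO and 100% = reference agonist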
Target sequence (P37231 whole entry, looked up): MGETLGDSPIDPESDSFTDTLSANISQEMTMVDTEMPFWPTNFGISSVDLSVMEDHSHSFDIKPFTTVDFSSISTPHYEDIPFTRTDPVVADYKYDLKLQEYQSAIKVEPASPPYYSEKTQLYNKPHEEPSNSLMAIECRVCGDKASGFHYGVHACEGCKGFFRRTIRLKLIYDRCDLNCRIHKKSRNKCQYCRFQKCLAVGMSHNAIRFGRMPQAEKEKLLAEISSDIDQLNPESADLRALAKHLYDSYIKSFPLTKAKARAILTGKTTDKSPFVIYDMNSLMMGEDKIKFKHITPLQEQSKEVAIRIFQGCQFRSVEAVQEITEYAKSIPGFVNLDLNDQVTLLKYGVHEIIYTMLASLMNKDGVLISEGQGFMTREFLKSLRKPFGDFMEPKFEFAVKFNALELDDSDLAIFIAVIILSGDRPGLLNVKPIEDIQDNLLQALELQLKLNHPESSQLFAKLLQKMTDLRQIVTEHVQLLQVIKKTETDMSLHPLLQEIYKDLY
TR-FRET SRC-2 ct – TR-FRET signal artefacts, primary screen, artefact control for PPARgamma SRC-2 agonist project, biochemical. TR-FRET ratio at 8 µM. TR-FRET artefact counter-screen; hits give high values. 200,000 tested, 0.4% active; in the data active = TR-FRET ratio above about 2000; note: inactives centre near 1500
PPARg SRC2 recr – agonists of PPARg-SRC-2 recruitment, primary screen, biochemical, HTS; PPARgamma LBD-SRC-2 recruitment; activation, % at 8 µM; 200,000 tested, 0.34% active; in the data active = activation above about 22%;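 note: 0% = vehicle and 100% = reference agonist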
TLR4 MyD88 comp – inhibitors of TLR4-MyD88 association in cells, primary screen, cell-based, HeLa CL3-4, BLA complementation, FRET ratio. Toll-like receptor 4 (Homo sapiens) + Myeloid differentiation primary response protein …. HeLa CL3-4 TLR4/MyD88 BLA complementation. inhibition, % at 8.4 µM. 200,000 tested, 0.18% active. AID 861, 2007; in the data active = inhibition above about 25%;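 note: 0% = vehicle and 100% = reference inhibitor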
STAT3 blocker – IL-6 driven STAT3 reporter inhibitors, primary screen, U3A cells, luciferase, luminescence, MLSCN library | inhibition, % at 5.5 µM | 190,000 tested, 0.89% active | AID 862, 2007 | IL-6 STAT3-luciferase reporter; host cell line lacks STAT1;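 active = inhibition above the mean inhibition across all screened compounds plus 3 SD, cut at about 44% in these data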;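 note: 0% = DMSO only wells and 100% = 100 µM nifuroxazide control wells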
ROMK primary – ROMK potassium channel modulators, primary screen, cell-based, thallium flux, MLSMR library; ATP-sensitive inward rectifier potassium channel 1 (Homo sapiens), P48048; Tet-inducible ROMK, thallium flux fluorescence; actives lie on both sides; B-score at 10 µM; 130,000 tested, 2% active;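 active = signal ratio slope over the read window, or its plate-corrected B-score, at least 3 SD from the plate mean, either direction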;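 note: B-score of the F/F0 ratio slope over 7 to 12 s after thallium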
RAM inhibit – inhibitors of the yeast RAM network, primary screen, dse1pr::URA3 reporter, 5-FOA selection. S. cerevisiae dse1pr::URA3 reporter, 5-FOA growth OD615, 2 d; analog-sensitive cbk1-as2 kinase mutant strain. inhibition, % at 50 µM. 190,000 tested, 1.8% active;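 active = inhibition above a set limit, 3 SD over mean compound inhibition, cut at about 8.4% in these data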;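 note: 0% = DMSO-only wells with no growth and 100% = 10 µM 1-NA-PP1 full growth; inhibition rescues growth on 5-FOA so higher OD means more RAM inhibition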
PPARg SRC3 recr – PPARgamma agonists recruiting SRC-3 coactivator, primary screen, biochemical; Peroxisome proliferator-activated receptor gamma (Homo sapiens), P37231; biochemical PPARgamma/SRC-3 coactivator recruitment assay; activation, % at 8 µM; 200,000 tested, 0.26% active; AID 731, 2007; in the data active = activation above about 23%;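 note: 0% = DMSO and 100% = reference agonist; some compounds past the cut are filed as inactive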
Starred values were filed as active, the others as inactive; nt = not tested or not shown.

SMILES	STAT1 inh	S1P3 antagonist	STAT3 act	PPARg SRC1 recr	TR-FRET SRC-2 ct	PPARg SRC2 recr	TLR4 MyD88 comp	STAT3 blocker	ROMK primary	RAM inhibit	PPARg SRC3 recr
CCOC(=O)C(CCCOc1ccccc1)C(=O)OCC	4.4	nt	104.0	2.6	1388	-10.5	15.0	3.0	nt	1.1	-5.5
COC(=O)c1ccc(NC(=O)CCNS(=O)(=O)c2cccc3nonc23)cc1	7.5	nt	100.7	9.1	1606	6.5	9.2	3.6	nt	0.8	5.6
COc1ccc(OCc2cccc(C(=O)Nn3cc([N+](=O)[O-])cn3)c2)cc1	87.5*	nt	61.0	-1.1	1670	12.6	21.0	49.1*	nt	1.0	4.2
O=C(N/N=C/C=C/c1ccco1)/C(=C/c1ccccc1)NC(=O)c1ccccc1	7.0	-7.4	95.5	1.4	1610	4.1	12.5	8.7	-0.308	2.6	2.1
COc1ccc2c(c1OC)C(=O)OC2	-4.4	-3.4	100.0	0.3	1497	-2.1	-7.4	2.0	0.912	-0.1	0.9
O=C(NCCc1ccccn1)c1ccc(OC(F)F)cc1	-23.7	-14.5	100.5	0.8	1571	2.1	1.3	4.2	0.154	0.8	1.1
CC(=O)Nc1ccc(S(=O)(=O)NC2(C(F)(F)F)C(=O)Nc3c2c(=O)[nH]c(=O)n3Cc2ccco2)cc1 (stereo unspecified)	-2.4	-12.9	100.2	8.2	1690	7.4	-2.3	4.5	-0.266	0.8	5.4
O=C(COC(=O)/C=C/c1ccc(OC(F)F)cc1)NCc1cccs1	10.8	-3.1	93.1	7.8	1495	-1.9	-9.2	12.7	nt	1.5	-0.5
CC(=O)Nc1cccc(N(C)C)c1	4.3	18.0	96.3	-4.0	1544	-0.8	9.2	8.8	nt	1.5	0.8
O=C(NC(=S)Nc1ccc(S(=O)(=O)Nc2ncccn2)cc1)c1cccc(Br)c1	-4.1	-0.9	106.2	-0.6	1476	-2.6	16.5	-3.7	nt	7.0	-0.1
CC1CN(C(=O)Nc2cccc(Cl)c2)C2(CCCCCC2)O1 (stereo unspecified)	1.4	-11.9	104.3	11.2	1685	1.2	-3.5	-2.7	-0.708	0.4	4.0
CC1Cc2ccccc2N1CC(=O)NCc1ccccc1Cl (stereo unspecified)	6.6	-9.3	105.7	11.8	1555	-1.7	2.0	-5.6	-0.206	1.9	3.5
O=C(O)C1CCCCC1C(=O)Nc1ccccc1C(=O)N1CCN(c2ccc(F)cc2)CC1 (stereo unspecified)	2.7	-3.3	102.1	4.6	1655	2.5	-5.0	-5.2	0.437	0.8	2.1
c1ccc2c(c1)nc(NCCN1CCOCC1)c1nncn12	-1.7	-51.0	102.6	-1.4	1421	10.2	-2.2	2.1	nt	2.4	0.7
CC(O)CCC(=O)NNC1=CC(=O)CC(C)(C)C1 (stereo unspecified)	6.6	12.6	103.3	-6.5	1715	3.3	7.0	3.6	-0.205	1.1	2.9
Cc1ccc(S(=O)(=O)C(C#N)c2nc3ccccc3nc2N2CCN(C)CC2)cc1C (stereo unspecified)	-6.2	nt	60.3	-1.8	1518	6.8	5.2	50.4*	-1.23	0.2	6.5
COc1ccc(N2C(=O)CC(NCc3ccc(F)cc3)C2=O)cc1 (stereo unspecified)	2.9	nt	100.6	8.2	1515	9.2	-9.7	1.4	nt	0.0	5.9
O=C(Oc1ccc2ccccc2c1)c1ccccc1	-2.0	nt	96.5	2.3	1674	8.7	-10.1	4.3	-0.631	0.5	0.7
O=C(NCc1ccccc1F)Nc1ccc([N+](=O)[O-])cc1	-11.5	9.9	95.0	1.1	1604	-0.9	-7.3	8.2	0.531	2.0	2.5
CCOC(=O)c1cnn2c1[nH]c(=O)c1ccccc12	-1.9	nt	83.2	-3.5	1385	2.1	2.3	20.4	0.394	1.8	-10.3

Full records as entered above. Order of values: STAT1 inh, S1P3 antagonist, STAT3 act, PPARg SRC1 recr, TR-FRET SRC-2 ct, PPARg SRC2 recr, TLR4 MyD88 comp, STAT3 blocker, ROMK primary, RAM inhibit, PPARg SRC3 recr
CC1Cc2ccccc2N1CC(=O)NCc1ccccc1Cl (stereo unspecified) across the screens: 6.6, -9.3, 105.7, 11.8, 1555, -1.7, 2.0, -5.6, -0.206, 1.9, 3.5
CC(O)CCC(=O)NNC1=CC(=O)CC(C)(C)C1 (stereo unspecified) across the screens: 6.6, 12.6, 103.3, -6.5, 1715, 3.3, 7.0, 3.6, -0.205, 1.1, 2.9
O=C(Oc1ccc2ccccc2c1)c1ccccc1 across the screens: -2.0, nt, 96.5, 2.3, 1674, 8.7, -10.1, 4.3, -0.631, 0.5, 0.7
CC(=O)Nc1cccc(N(C)C)c1 across the screens: 4.3, 18.0, 96.3, -4.0, 1544, -0.8, 9.2, 8.8, nt, 1.5, 0.8

New compounds follow:
SMILES	STAT1 inh	S1P3 antagonist	STAT3 act	PPARg SRC1 recr	TR-FRET SRC-2 ct	PPARg SRC2 recr	TLR4 MyD88 comp	STAT3 blocker	ROMK primary	RAM inhibit	PPARg SRC3 recr
CCOc1ccccc1C(=O)Nc1ccc(S(=O)(=O)N2CCOCC2)cc1	-2.8	10.7	81.5	-8.9	1386	-12.4	-11.1	24.9	0.54	0.6	6.0
COc1cc2[nH]c(=S)n(Cc3cccs3)c(=O)c2cc1OC	-2.0	-6.2	104.1	6.3	1635	10.6	4.9	-2.5	-2.66	2.1	4.5
COc1ccc(-c2c(NC(C)=O)n(C)c3ccccc3c2=O)cc1	7.6	-19.9	99.7	3.5	1460	-1.8	-10.3	4.6	-0.22	1.2	17.8
COc1ccc(S(=O)(=O)n2cnc3cc(C)c(C)cc32)cc1	12.5	16.4	98.7	5.2	1420	2.2	3.8	6.9	-0.349	2.1	-1.6
O=C1NCC(O)=C1C=NCCCO	-5.0	10.1	94.8	-3.3	1419	-0.6	-7.5	12.4	nt	2.3	-2.4
CCCCCn1c(=O)[nH]c2cc(C(=O)NCCCN(CC)CC)ccc2c1=O	5.0	nt	110.0	2.5	1394	0.5	-6.0	-6.1	nt	0.8	0.2
O=C(Nc1ccc(F)cc1)c1ccccc1S(=O)(=O)c1ccccc1[N+](=O)[O-]	2.2	-26.6	103.6	-1.3	1642	8.4	-21.1	-6.7	0.0115	0.7	1.4
Nc1ccn(-c2ccc(Cl)cc2)c(=O)c1	12.0	-20.2	95.3	6.2	1848	3.4	-6.0	7.4	0.396	1.0	-2.5
O=C(COC(=O)CCN1C(=O)c2ccccc2C1=O)Nc1ccc(S(=O)(=O)N2CCCC2)cc1	1.1	-5.2	86.0	4.1	1663	1.6	3.4	18.8	-0.243	0.5	2.2
CCOC(=O)CSc1nc2ccsc2c(=O)[nH]1	1.3	0.9	96.8	3.8	1600	5.6	-16.1	9.1	0.584	2.0	2.2
O=C(CSc1nnc2ccccn12)Nc1cccc(S(=O)(=O)N2CCOCC2)c1	3.8	-3.3	104.3	8.8	1513	5.0	-5.8	-1.8	nt	1.9	-0.7
N[C@@H](CO)c1nnc([C@H](Cc2ccc(O)cc2)NC(=O)C2CCNCC2)o1	-5.8	-6.9	nt	5.0	1412	5.7	5.7	nt	nt	1.0	1.0
Cc1ccc(CN2CCSc3ccc(C(=O)NCc4cccnc4)cc32)cc1	1.5	7.0	107.1	1.1	1549	5.9	1.1	-4.7	-0.307	1.5	9.3
O=C(CNC(=O)c1ccco1)NCC(=O)OCc1cccc(Cl)c1	-1.2	nt	93.4	-0.6	1668	2.0	-4.6	11.3	nt	1.1	2.2
Cc1cc(C(=O)Nc2sc3c(c2C#N)CCC(C)C3)no1 (stereo unspecified)	-41.7	-0.4	81.0	3.0	1420	1.6	3.5	25.4	nt	1.6	5.2
O=C(CCC(=O)OCc1cccc([N+](=O)[O-])c1)Nc1ccc(F)cc1	17.5	11.5	90.1	12.4	1636	7.9	-14.8	19.2	-0.391	2.4	3.3
CCOC(=O)N1CCN(C(=O)CSc2nnc(-c3ccc(C)c(C)c3)o2)CC1	4.0	-26.1	97.7	-3.2	1611	-3.1	2.3	7.7	nt	2.4	-6.6
COc1c(C)cc(C(=O)C2CCCN(C(=O)CCc3scnc3C)C2)cc1C (stereo unspecified)	3.7	1.6	84.3	3.9	1612	10.3	-5.0	22.0	-0.102	0.8	-2.4
COCCn1c(C)cc(C(=O)COc2cccnc2[N+](=O)[O-])c1C	12.6	-18.7	108.0	2.9	1406	-4.8	2.0	2.1	-0.00309	-0.4	-6.7
COc1cccc(Sc2ccccc2/C=N/NC(N)=O)c1	2.5	2.0	102.4	3.6	1683	-0.8	2.1	-1.5	-0.0473	4.7	-0.2
CCc1cccc(CC)c1NC(=S)N1CCn2cccc2C1c1cccnc1 (stereo unspecified)	15.2	-4.9	89.6	4.6	1558	3.0	-17.9	11.0	-0.531	0.2	4.0
CC(=O)N1CCc2ccc(S(=O)(=O)N3CCc4ccccc43)cc21	21.9	2.7	72.1	-11.7	1378	0.9	-7.1	36.7	-0.859	5.6	0.3
O=C(C1CCN(Cc2nc(Cc3cccc(F)c3)no2)CC1)N1CCOCC1	-1.6	-23.1	103.2	-1.4	1595	2.9	-8.8	0.9	0.291	3.1	5.5
Cc1cc(=O)[nH]c(N/N=C/c2ccc([N+](=O)[O-])cc2)n1	-6.9	-10.7	92.2	6.0	1486	2.0	8.7	14.0	0.46	1.1	1.1
Cc1ccc(S(=O)(=O)N2CCCOC2CNC(=O)C(=O)NCc2ccco2)cc1 (stereo unspecified)	3.4	2.1	91.5	0.3	1659	19.7	6.2	8.4	0.297	1.3	0.6
C=CCSc1nnc2c(n1)OC=Nc1ccccc1-2	5.4	-20.1	97.0	-1.0	1494	6.0	10.3	4.2	nt	2.0	11.0
COc1cccc(/C=C(/C(=O)OCC(=O)NC2CCCC(C)C2C)c2ccccc2)c1 (stereo unspecified)	14.6	1.6	91.2	-3.9	1737	-2.0	-3.8	10.3	-0.653	20.2*	6.6
COCCN(C(=O)Cc1cccs1)C(C(=O)NCc1ccc(OC)cc1)c1ccc(OC)cc1 (stereo unspecified)	0.1	nt	97.1	2.0	1584	6.3	-16.8	9.3	nt	-0.5	4.1
COc1cc(C(=O)NCC(=O)OCn2nnc3ccccc3c2=O)cc(OC)c1OC	10.1	-2.4	109.0	-5.1	1547	9.2	6.0	-11.6	-0.927	1.3	4.2
Cc1ccc(C(=O)CSc2nnc3ccccn23)c(C)c1	-24.4	-8.7	93.2	5.4	1575	1.3	4.4	12.8	-0.34	0.9	-4.5

From PubChem BioAssay

No enrichment for hits, and some 5.6% of all compounds hit somewhere here.
